Bioassay records (PubChem)
GAA spleen mod – inhibitors or activators of human alpha-glucosidase in spleen homogenate | Potency, µM (doses to about 79.9 µM), for the others: at the top dose activity change, negative = inhibition, most hits filed as inhibitors | P10253 | human spleen homogenate, 4-MU-alpha-glucoside fluorescence | 240,000 tested, 0.006% active;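 also: 0% = enzyme with vehicle and -100% = no enzyme basal signal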
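Enzyme source: human spleen homogenate, 1 ug/well. Buffer 50 mM citric acid/K phosphate pH 5.0, 0.01% Tween-20. 4-MU-alpha-glucoside 1 mM; 37 C x 40 min; NaOH/glycine stop; fluorescence.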
ALDH1A1 inh – inhibitors of human aldehyde dehydrogenase 1A1; P00352; Purified ALDH1A1, NADH fluorescence, propionaldehyde substrate; Potency, µM (titrated, usually from 75.3 µM), for the others: top-dose activity, negative = inhibition, most hits filed as inhibitors; 220,000 tested, 7.3% active; active = well fitted inhibition curve with a large enough effect, not every such curve was filed as active; inconclusive = small, poorly fitted or top-dose-only effect, or another doubt; inactive = no such curve, though single readings can be large or run the other way;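 also: plate controls were no enzyme wells and a reference inhibitor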
Target sequence (P00352 whole entry, looked up): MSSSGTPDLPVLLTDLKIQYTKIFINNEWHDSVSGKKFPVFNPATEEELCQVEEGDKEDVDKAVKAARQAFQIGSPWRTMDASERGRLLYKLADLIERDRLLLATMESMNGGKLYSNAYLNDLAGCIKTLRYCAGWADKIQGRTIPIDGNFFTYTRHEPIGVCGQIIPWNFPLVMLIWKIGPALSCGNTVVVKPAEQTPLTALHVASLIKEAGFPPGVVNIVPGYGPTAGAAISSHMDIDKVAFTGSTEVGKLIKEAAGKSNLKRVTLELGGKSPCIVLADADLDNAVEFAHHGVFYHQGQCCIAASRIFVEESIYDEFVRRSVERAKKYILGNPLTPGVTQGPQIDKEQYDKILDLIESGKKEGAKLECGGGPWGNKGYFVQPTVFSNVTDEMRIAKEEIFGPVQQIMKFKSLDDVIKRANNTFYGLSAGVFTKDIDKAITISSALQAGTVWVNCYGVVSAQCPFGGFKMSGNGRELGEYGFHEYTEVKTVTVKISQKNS
GAA glycogen mod – GAA glycogen-cleavage inhibition or activation; P10253; 300,000 tested, 0.38% active; Potency, µM (series often up to 76.4 µM), inactives show top-dose activity change, negative = inhibition, hits mostly inhibitors; recombinant GAA, glycogen substrate, Amplex Red glucose oxidase fluorescence;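 also: 0% = full enzyme reaction and -100% = no-enzyme basal signal; the screen sought inhibitors and activators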
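Recombinant human enzyme (4 nM); glycogen substrate; 37 C, 40 min, pH 5.0. Readout: coupled glucose oxidase/Amplex Red fluorescence.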
Tau fluor counter – counter-screen for tau fibril formation inhibitors; 280,000 tested, 0.93% active; tau K18 P301L Alexa594 fluorescence, heparin fibrillization; Potency, µM (doses to about 57.7 µM), for the others: top-dose activity change, negative = decrease; also: % is scaled to controls: 0 for no effect and ±100 for the full control effect; nearly all actives have a fitted effect of over 55% in size
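Human tau K18 P301L (15 uM unlabeled, 0.24 uM Alexa 594-labeled) in 100 mM sodium acetate pH 7 with 20 uM heparin, 6 hr at 37 C. ThT 30 uM added, 1 hr ambient; Alexa 594 FP and total fluorescence read at 555/632 nm.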
GAA inh – blocks human lysosomal alpha-glucosidase; P10253; purified human GAA, 4-MU-alpha-glucoside fluorescence; Potency, µM (series often up to 76.9 µM), for the others: top-dose activity change, negative = inhibition, actives largely listed as inhibitors; 200,000 tested, 0.005% active; AID 1466;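 also: plate controls were uninhibited enzyme wells for no effect and no-enzyme background for full effect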
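Activity normalized between no-enzyme (basal) and enzyme-only wells. Conditions: 4 nM human enzyme, 400 uM fluorogenic substrate, citrate/phosphate pH 5.0 with Tween-20, 20 min room temperature, compounds up to 77 uM.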
NPSR antag – antagonists of human neuropeptide S receptor cAMP signaling; CHO-NPSR cells, cAMP TR-FRET, antagonist mode; Potency, µM (highest dose often 38.3 µM), inactives show top-dose activity change, negative = inhibition, usual class: inhibitors; 220,000 tested, 1% active; AID 1461; also: % is scaled to controls: 0 for no effect and ±100 for the full control effect; nearly all actives have a fitted effect of over 50% in size; many of its hits are not listed in these tables
Target sequence (Q6W5P4 whole entry, looked up): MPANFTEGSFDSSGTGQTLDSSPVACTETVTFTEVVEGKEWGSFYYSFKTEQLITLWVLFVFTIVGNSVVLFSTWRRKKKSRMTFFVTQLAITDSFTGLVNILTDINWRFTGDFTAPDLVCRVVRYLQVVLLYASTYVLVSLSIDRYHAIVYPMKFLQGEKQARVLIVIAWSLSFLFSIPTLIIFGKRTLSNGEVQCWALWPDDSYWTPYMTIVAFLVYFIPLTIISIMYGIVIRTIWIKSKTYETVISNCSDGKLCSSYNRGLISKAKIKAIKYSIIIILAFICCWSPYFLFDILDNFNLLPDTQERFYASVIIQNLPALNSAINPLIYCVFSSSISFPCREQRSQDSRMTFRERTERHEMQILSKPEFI
aGal spleen mod – inhibitors or activators of human alpha-galactosidase in spleen homogenate; P06280; human spleen homogenate, 4MU-alpha-Gal fluorescence, 40 min; Potency, µM (doses to about 80 µM), for inactives: top-dose activity change, negative = inhibition, hits mostly inhibitors; 240,000 tested, 0.008% active;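 also: 0% = enzyme with vehicle and -100% = no enzyme basal signal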
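Human spleen homogenate (1 ug) as enzyme source, 4-methylumbelliferyl-alpha-D-galactopyranoside 1 mM final, citrate/phosphate pH 5.0 with 0.01% Tween-20. Compounds 40 min at 37C, NaOH/glycine stop; fluorescence Ex 365/Em 440, Hill-fit AC50.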
Epigenetic reg – derepresses silenced GFP reporter in murine cells; murine LDR cells, GFP reporter derepression, 30 h; Potency, µM (titrated, usually from 53.9 µM), without a hit: top-dose GFP activation, most hits filed as activators; 280,000 tested, 0.2% active; AID 1865; also: % of control where 0% means no effect; nearly all actives have a fitted effect of over 60% in size
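Readout is the number of GFP-expressing murine LDR cells, counted by cytometry following washing. Cells were treated with compound for 30 h at 37 C; the stably integrated CMV-GFP locus is normally silent.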
* marks the source's active call; other numbers are inactive results; [ ] = another dose, or the depositor's remark. Unless noted, calls follow the shape of the dose curve; as a rule, active = well fitted curve in the direction sought with a large enough effect; inconclusive = small, poorly fitted or top-dose-only effect, or another doubt; inactive = no such curve, though single readings can be large; an effect the other way counts as inactive or inconclusive. Potency is read from the fitted curve at half-maximal effect.

`O=C(COc1ccccc1-c1ccccc1)N/N=C/c1ccc2ccccc2c1` gave GAA spleen mod 2%, ALDH1A1 inh -5%, GAA glycogen mod 5%, Tau fluor counter -10%, GAA inh -5%, NPSR antag 4%, aGal spleen mod -1% and Epigenetic reg 5.7%.
CCOC(=O)c1nnn(CC(=O)N2N=C(c3ccc(Cl)cc3)CC2c2ccccc2)c1C(=O)OCC (stereo unspecified) was read as GAA spleen mod -3%, ALDH1A1 inh -14%, GAA glycogen mod 2%, Tau fluor counter -5%, GAA inh -2%, NPSR antag -23%[46.1 µM], aGal spleen mod -2% and Epigenetic reg 4.4%.
`COc1ccc(-c2cnnc(N/N=C/c3ccc(-c4ccc([N+](=O)[O-])cc4)o3)n2)cc1` gave GAA spleen mod -1%, ALDH1A1 inh 3%, GAA glycogen mod -12%, Tau fluor counter 16%, GAA inh -3%, NPSR antag 5%, aGal spleen mod -16% and Epigenetic reg -5.2%.
CCOC(=O)CSC1=NC(=O)CS1 was read as GAA spleen mod 0%, ALDH1A1 inh 32µM*, GAA glycogen mod -29%, Tau fluor counter -7%, GAA inh -9%, NPSR antag -30%[46.1 µM], aGal spleen mod -8% and Epigenetic reg -0.6%.
COC(=O)N/N=C(\C)c1ccccc1Br was read as GAA spleen mod -4%, ALDH1A1 inh -6%, GAA glycogen mod 7%, Tau fluor counter 3%, GAA inh -6%, NPSR antag 5%[46.1 µM], aGal spleen mod 8% and Epigenetic reg -4.2%.
COC(=O)c1c(F)c(F)c(NCCO)c(F)c1F was read as GAA spleen mod -1%, ALDH1A1 inh 9%, GAA glycogen mod 1%, Tau fluor counter -4%, GAA inh -7%, NPSR antag 20%[46.1 µM], aGal spleen mod 1% and Epigenetic reg -3.0%.
`O=C(c1cc(-c2ccc(Cl)c(Cl)c2)on1)N1CCCCC1` gave GAA spleen mod -8%, ALDH1A1 inh 8.9µM*, GAA glycogen mod -12%, Tau fluor counter -16%, GAA inh -3%, NPSR antag -11%[46.1 µM], aGal spleen mod 1% and Epigenetic reg 0.0%.
Cc1cc(NS(=O)(=O)c2ccc(OCCNS(C)(=O)=O)cc2)no1 was read as GAA spleen mod -2%, ALDH1A1 inh 9%, GAA glycogen mod 2%, Tau fluor counter 5%, GAA inh -2%, NPSR antag -3%[46.1 µM], aGal spleen mod 18% and Epigenetic reg 1.2%.
O=C(N/N=C/C=C/c1ccco1)c1cnccn1 was read as GAA spleen mod 5%, ALDH1A1 inh 3.2µM*, GAA glycogen mod -4%, Tau fluor counter -5%, GAA inh -6%, NPSR antag 24%, aGal spleen mod 7% and Epigenetic reg 1.1%.
`CC(C)(C)CC(C)(C)NC(=O)c1ccccc1` gave GAA spleen mod 1%, ALDH1A1 inh 13%, GAA glycogen mod 11%, Tau fluor counter -3%, GAA inh 4%, NPSR antag -11%, aGal spleen mod 0% and Epigenetic reg -0.7%[10.1 µM].
COc1ccccc1N1CC(C(=O)Nc2ccc3c(c2)OCO3)CC1=O (stereo unspecified) was read as GAA spleen mod 8%, ALDH1A1 inh 1%, GAA glycogen mod -6%, Tau fluor counter -3%, GAA inh -5%, NPSR antag 6%, aGal spleen mod 5% and Epigenetic reg -0.5%.
O=[N+]([O-])c1c(NCCO)cc(N2CCC3(CC2)OCCO3)c2nonc12 was read as GAA spleen mod -3%, ALDH1A1 inh inconclusive, GAA glycogen mod 4%, Tau fluor counter 6%, GAA inh -6%, NPSR antag -3%, aGal spleen mod 3% and Epigenetic reg -2.0%.
For O=C(N/C(=C/c1ccccc1)C(=O)N1CCOCC1)c1ccc([N+](=O)[O-])cc1 the results were GAA spleen mod 4%, ALDH1A1 inh -5%, GAA glycogen mod 9%, Tau fluor counter -9%, GAA inh -3%, NPSR antag 11%, aGal spleen mod 7% and Epigenetic reg 9.0%.
Screening CCN(CC)S(=O)(=O)c1ccc(NC(=O)c2ccc(Cl)nc2)cc1 returned GAA spleen mod 0%, GAA glycogen mod -5%, Tau fluor counter -21%, NPSR antag -11%, aGal spleen mod -1% and Epigenetic reg 3.8%.
Clc1ccc2nc(CN3CCCc4ccccc43)cn2c1 was read as GAA spleen mod -8%, ALDH1A1 inh inconclusive, GAA glycogen mod inconclusive, Tau fluor counter -11%, GAA inh -7%, NPSR antag -30%[46.1 µM], aGal spleen mod -6% and Epigenetic reg -3.2%.
Cc1cccc(Oc2coc3cc(OC(=O)c4cc5ccccc5oc4=O)ccc3c2=O)c1 was read as GAA spleen mod 2%, ALDH1A1 inh -15%, GAA glycogen mod 1%, Tau fluor counter -9%, GAA inh 2%, NPSR antag -10%[46.1 µM], aGal spleen mod -9% and Epigenetic reg -1.4%.
For N/C(=N\OC(=O)c1ccc(=O)n(Cc2ccc(Cl)cc2)c1)c1ccccn1 the results were GAA spleen mod 3%, ALDH1A1 inh -5%, GAA glycogen mod -6%, Tau fluor counter -3%, GAA inh 3%, NPSR antag -7%, aGal spleen mod 2% and Epigenetic reg -1.4%.
COc1ccc(OC(=O)CCN2C(=O)C3C4C=CC(C4)C3C2=O)cc1 (stereo unspecified) was read as GAA spleen mod 7%, ALDH1A1 inh -6%, GAA glycogen mod -13%, Tau fluor counter -8%, GAA inh 9%, NPSR antag 9%, aGal spleen mod 2% and Epigenetic reg 1.9%.
CCc1nnc(NC(=O)C2CC(=O)N(c3ccc4c(c3)OCCO4)C2)s1 (stereo unspecified) was read as GAA spleen mod -1%, ALDH1A1 inh inconclusive, GAA glycogen mod 17%, Tau fluor counter 3%, GAA inh -12%, NPSR antag 7%, aGal spleen mod -3% and Epigenetic reg 0.0%.
Cc1ccc(NC(=O)N2CCN(Cc3ccc4c(c3)OCO4)CC2)cc1 was read as GAA spleen mod -1%, ALDH1A1 inh -9%, GAA glycogen mod -9%, Tau fluor counter 2%, GAA inh -7%, NPSR antag -12%[46.1 µM], aGal spleen mod -17% and Epigenetic reg -2.7%.
For Cc1ccc(Cn2nnc3c(=O)n(CC(=O)c4ccccc4)cnc32)cc1 the results were GAA spleen mod -7%, ALDH1A1 inh 4%, GAA glycogen mod 9%, Tau fluor counter -3%, GAA inh 0%, NPSR antag -8%[46.1 µM], aGal spleen mod -15% and Epigenetic reg 2.6%.
`COc1ccc(COc2ccccc2C(=O)NCc2ccccc2)cc1F` gave GAA spleen mod -12%, ALDH1A1 inh inconclusive, GAA glycogen mod 7%, Tau fluor counter -12%, GAA inh 3%, NPSR antag -31%, aGal spleen mod -3% and Epigenetic reg -1.1%.
`Cc1cccc(C)c1NC(=O)CSCCO` gave GAA spleen mod 5%, ALDH1A1 inh 5%, GAA glycogen mod 10%, Tau fluor counter 1%, GAA inh -5%, NPSR antag 6%[46.1 µM], aGal spleen mod 11% and Epigenetic reg -0.2%.
For O=C(O)CSCC(=O)Nc1ccc(C2CCCCC2)cc1 the results were GAA spleen mod 3%, ALDH1A1 inh -10%, GAA glycogen mod -1%, Tau fluor counter 0%, GAA inh 1%, NPSR antag -8%[46.1 µM], aGal spleen mod 11% and Epigenetic reg 1.4%.
For COC(=O)CCCOc1ccc(Cl)cc1Cl the results were GAA spleen mod 9%, ALDH1A1 inh 13%, Tau fluor counter -14%, aGal spleen mod 0% and Epigenetic reg 2.0%.
Screening COc1ccccc1OCCSc1nc(N)cc(N)n1 returned GAA spleen mod -2%, ALDH1A1 inh 8%, GAA glycogen mod 3%, Tau fluor counter 4%, GAA inh 2%, NPSR antag 9%[46.1 µM], aGal spleen mod 6% and Epigenetic reg -0.8%.
CC(=O)Nc1ccc(S(=O)(=O)NCCSCc2ccco2)cc1 was read as GAA spleen mod -9%, ALDH1A1 inh 3%, GAA glycogen mod 3%, Tau fluor counter inconclusive, GAA inh 7%, NPSR antag 0%[46.1 µM], aGal spleen mod 2% and Epigenetic reg -0.3%.
Screening CCS(=O)(=O)N1CCN(C2Cc3ccccc3C2)CC1 returned GAA spleen mod -19%, ALDH1A1 inh inconclusive, GAA glycogen mod 0%, Tau fluor counter -8%, GAA inh -5%, NPSR antag inconclusive, aGal spleen mod 7% and Epigenetic reg 0.0%.
For O=C1c2ccccc2C(O)N1Cc1ccccc1 (stereo unspecified) the results were GAA spleen mod -16%, ALDH1A1 inh -3%, GAA glycogen mod 8%, Tau fluor counter -8%, GAA inh 6%, NPSR antag 1%[46.1 µM], aGal spleen mod -9% and Epigenetic reg -0.9%.
Screening Cc1ccc(Cn2nc(C)c3cc(C(=O)OCC(N)=O)sc32)cc1 returned GAA spleen mod -1%, ALDH1A1 inh 9%, GAA glycogen mod 2%, Tau fluor counter -11%, GAA inh 1%, NPSR antag -6%[46.1 µM], aGal spleen mod 5% and Epigenetic reg 4.7%.
`COc1ccc(NC(=O)COC(=O)c2ncc(Cl)c(Cl)c2Cl)c(OC)c1` gave GAA spleen mod 1%, ALDH1A1 inh -5%, GAA glycogen mod 14%, Tau fluor counter 2%, GAA inh 4%, NPSR antag -9%, aGal spleen mod -2% and Epigenetic reg 0.0%.

Molecules shown so far that have two or more sulfur atoms:
CCOC(=O)CSC1=NC(=O)CS1 was read as GAA spleen mod 0%, ALDH1A1 inh 32µM*, GAA glycogen mod -29%, Tau fluor counter -7%, GAA inh -9%, NPSR antag -30%[46.1 µM], aGal spleen mod -8% and Epigenetic reg -0.6%.
Cc1cc(NS(=O)(=O)c2ccc(OCCNS(C)(=O)=O)cc2)no1 was read as GAA spleen mod -2%, ALDH1A1 inh 9%, GAA glycogen mod 2%, Tau fluor counter 5%, GAA inh -2%, NPSR antag -3%[46.1 µM], aGal spleen mod 18% and Epigenetic reg 1.2%.
CC(=O)Nc1ccc(S(=O)(=O)NCCSCc2ccco2)cc1 was read as GAA spleen mod -9%, ALDH1A1 inh 3%, GAA glycogen mod 3%, Tau fluor counter inconclusive, GAA inh 7%, NPSR antag 0%[46.1 µM], aGal spleen mod 2% and Epigenetic reg -0.3%.

Some of these compounds in order of heavy-atom count, high to low:
`COc1ccc(COc2ccccc2C(=O)NCc2ccccc2)cc1F` gave GAA spleen mod -12%, ALDH1A1 inh inconclusive, GAA glycogen mod 7%, Tau fluor counter -12%, GAA inh 3%, NPSR antag -31%, aGal spleen mod -3% and Epigenetic reg -1.1%.
`COc1ccc(NC(=O)COC(=O)c2ncc(Cl)c(Cl)c2Cl)c(OC)c1` gave GAA spleen mod 1%, ALDH1A1 inh -5%, GAA glycogen mod 14%, Tau fluor counter 2%, GAA inh 4%, NPSR antag -9%, aGal spleen mod -2% and Epigenetic reg 0.0%.
For COC(=O)CCCOc1ccc(Cl)cc1Cl the results were GAA spleen mod 9%, ALDH1A1 inh 13%, Tau fluor counter -14%, aGal spleen mod 0% and Epigenetic reg 2.0%.

Not all compounds are listed; count on the stated rates, not on these rows.
